FLuc inh counter: counter-screen for luciferase assay inhibitors: firefly luciferase inhibition; ATPLite firefly luciferase biochemical luminescence, 10 min; inhibition, % at 10 µM; 1.5% of 200,000 active;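 active means inhibition above about 50% when tested at 10 µM, limit read from the data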
Target sequence (P08659 whole entry, looked up): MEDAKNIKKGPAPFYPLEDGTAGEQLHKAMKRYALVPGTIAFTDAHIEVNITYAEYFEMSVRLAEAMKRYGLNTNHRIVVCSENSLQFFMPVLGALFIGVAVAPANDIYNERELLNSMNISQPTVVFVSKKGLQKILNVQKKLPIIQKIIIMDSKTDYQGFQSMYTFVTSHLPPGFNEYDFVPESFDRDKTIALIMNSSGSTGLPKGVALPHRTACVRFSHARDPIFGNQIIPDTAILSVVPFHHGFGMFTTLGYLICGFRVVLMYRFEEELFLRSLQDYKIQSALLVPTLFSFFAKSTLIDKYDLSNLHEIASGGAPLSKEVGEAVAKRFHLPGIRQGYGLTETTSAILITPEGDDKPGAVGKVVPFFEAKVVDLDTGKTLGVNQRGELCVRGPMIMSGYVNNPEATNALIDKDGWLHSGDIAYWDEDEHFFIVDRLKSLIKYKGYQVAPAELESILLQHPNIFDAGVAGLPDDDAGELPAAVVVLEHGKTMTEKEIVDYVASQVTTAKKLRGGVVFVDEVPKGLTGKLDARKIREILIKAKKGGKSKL
APP 5'UTR act: APP 5'UTR luciferase reporter activation; activation, % at 2 µM; AID 1276; 1% of 190,000 active; SH-SY5Y APP 5'UTR luciferase reporter, luminescence; zero percent = DMSO vehicle wells;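 active means activation above a set limit, based on mean plus 3 SD of controls, cut at about 140% in these data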; further: values of inactives mirror those of a sister screen read the other way
STAT1 act: activators of IFN-gamma induced STAT1 signaling. NIH 3T3 STAT1-luciferase reporter, luminescence; 100% = IFN-gamma alone, no compound. activation (% of control), % at 5.5 µM. 2.6% of 200,000 active;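 active means activation above the screen-wide mean activation plus 3 SD, cut at about 130% in these data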;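 further: raw ratio to IFN-gamma control signal so 100% means no change and 0% no light; values of inactives mirror those of a sister screen read the other way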
HMGR II inh: E. faecalis class II HMG-CoA reductase inhibition; purified E. faecalis HMGR, NADPH absorbance 340 nm kinetic; inhibition, % at 10 µM; 0.41% of 190,000 active;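 active means inhibition above a set limit, the median over all tested compounds plus 3 SD, cut at about 9.5% in these data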;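 further: enzyme runs in reverse so mevalonate oxidation gives rising NADPH absorbance; 0% = complete reaction with DMSO and 100% = background rate lacking mevalonate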
Redox H2O2 prof: compounds producing H2O2 with reducing agent – biochemical, NIH compound library profiling, artefact control for MLSCN library redox annotation, primary screen. DTT-dependent redox cycling H2O2, phenol red/HRP absorbance; 100% = 100 µM peroxide control, 0% = buffer. activation, % at 10 µM. 0.03% of 200,000 active. AID 878;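 active means activation of at least 50% relative to the plate's high and low controls in the primary single-dose screen; inactive means activation below 50%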;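 further: compound incubated with DTT at 0.8 mM final as the reducing agent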
FLuc act counter: affects firefly luciferase, flagging false hits in luciferase stimulation screens. activation factor at 10 µM. AID 1027. 200,000 tested, under 10 active. ATPlite luciferase biochemical, luminescence, 10 min; 0 = ATP-free wells, 1 = DMSO control;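 active means luciferase activation factor, scaled between plate controls, of at least 2 with compound at 10 µM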
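Assay system: Luciferase/luciferin detection reagent, cell-free biochemical luciferase assay / Read-out: luciferase activation / Benchmarks: No-ATP low control, compound-free enzyme-plus-ATP high control / Medium: PBS buffer for ATP / Detection: luminescence measurement of luciferase light output / Schedule: 10 min at ambient temperature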
G6PDH counter: L. mesenteroides G6PDH inhibition counter-screen; Purified L. mesenteroides G6PDH, diaphorase/resazurin coupled fluorescence, 45 min; inhibition, % at 5 µM; 0.12% of 200,000 active; in the data active means inhibition above about 50%
APP 5UTR inh: APP translation inhibition. inhibition, % at 2 µM. 0.82% of 190,000 active. SH-SY5Y APP 5'UTR-luciferase reporter, luminescence;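 active means inhibition above a set limit, derived from the sample mean plus 3 SD, cut at about 45% in these data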; further: values of inactives mirror those of a sister screen read the other way
NF-kB neuron act: NF-kB expression increase, human neuronal cells; 1.6% of 190,000 active; NF-kB reporter expression; stronger effect = higher value; fold change at 12.5 µM; in the data active means fold change above about 3.3
Hsp70 act: switches on Hsp70 transcription; HeLa Hsp70 promoter luciferase reporter, luminescence; scaled: vehicle 0, proteasome-inhibitor control 100%; 0.04% of 200,000 active; AID 1203; activation, % at 10 µM;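 active means activation above the mean across all tested compounds plus 3 SD, cutoff set per campaign, cut at about 5.5% in these data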;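 further: 100% = MG132 at 30 µM as the positive control and 0% = DMSO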
An asterisk follows results filed as active; . = no result given. This is a random part of the collection; any-hit rate near 5.3%.

SMILES	FLuc inh counter	APP 5'UTR act	STAT1 act	HMGR II inh	Redox H2O2 prof	FLuc act counter	G6PDH counter	APP 5UTR inh	NF-kB neuron act	Hsp70 act
O=C(O)CCCCCn1c(SCC(=O)Nc2ccc(F)cc2)nc2ccsc2c1=O	-7	4	107	-1	0.0	1.1	0	-4	0.96	0.5
CCOC(=O)c1c(C)[nH]c(C)c1C(=O)COC(=O)[C@@H](NC(=O)c1ccccc1OCC)C(C)C	-6	-7	97	-1	-0.1	1.1	-4	7	0.83	-0.4
COc1ccc(C(=O)c2sc(Nc3ccccc3)c(C(=O)Nc3ccc(OC)c(OC)c3)c2N)cc1	-6	3	94	2	0.2	1.1	-3	-3	1.2	-0.2
Cc1cccc(-n2nc3c(c2NC(=O)c2ccco2)CS(=O)(=O)C3)c1C	-1	0	96	-5	-0.3	1	12	0	1	-0.2
NC(=O)c1ccc(N2CCCCC2)c(N2C(=O)C3CC=CCC3C2=O)c1 (centres undefined)	-7	26	96	-4	0.9	1.1	10	-26	1.1	-0.3
N=c1c2c(ncn1Cc1ccco1)Oc1ccc3ccccc3c1C2c1ccccc1 (centres undefined)	0	-22	99	2	0.5	1	11	22	1.5	0.1
COc1ccc(-n2cc(CN3CCCC3)c(-c3cccc(F)c3)n2)cc1	0	5	109	1	-0.6	1	8	-5	1.1	0.0
COc1ccc(/C=N/Nc2ccc(C(F)(F)F)cc2[N+](=O)[O-])cc1O	-2	2	108	-3	0.2	1	6	-2	0.95	-0.2
O=C(NCC1CCCO1)c1ccccc1-c1nc(-c2ccc(F)cc2)no1 (centres undefined)	-3	-24	104	-5	-1.8	1	1	24	0.68	-0.2
CCC(NC(=O)Cn1cnc2c(=O)n(C)c(=O)n(C)c21)c1ccccc1 (centres undefined)	-12	6	102	-2	2.0	1.1	2	-6	1.1	-0.4
COc1cc(CNCc2ccccc2C(F)(F)F)cc(OC)c1	-8	18	98	-9	-0.3	1.1	0	-18	0.97	-0.3
CC1CN(C(=O)c2ccc(C(=O)c3ccccc3)cc2)CC(C)O1 (centres undefined)	-8	-9	101	-1	2.6	1.1	2	9	1.1	0.1
CSCCC(NC(=O)c1cccc(S(=O)(=O)N2CCOCC2)c1)C(=O)Nc1cccc(C)c1 (centres undefined)	-2	7	101	-6	-0.4	1	1	-7	0.89	-0.3
COc1ccc(NC(=O)c2ccc(Oc3ncccn3)cc2)cc1	18	19	104	-2	-0.4	0.8	11	-19	1.6	-0.2
S=C(NC1CCCC1)NC1CC1	-8	16	104	-2	0.1	1.1	0	-16	0.93	-0.3
CC(C)(C)C(=O)NC1(C(F)(F)F)N=C2SCCN2C1=O (centres undefined)	-6	21	101	-6	1.8	1.1	3	-21	1.5	0.0
O=C(NCCNS(=O)(=O)c1ccccc1)c1cc(OCC(F)(F)F)ccc1OCC(F)(F)F	-6	33	95	-6	2.0	1.1	7	-33	0.95	-0.3
Cc1cccnc1NC(=O)Nc1cccc2ccccc12	2	6	100	-3	-0.4	1	-4	-6	1.1	-0.3
CN1/C(=C/C=N/NC(=O)c2ccc([N+](=O)[O-])cc2)C(C)(C)c2ccccc21	-5	-2	97	-3	-0.8	1.1	-2	2	1	-0.5
Oc1ccc(Br)cc1-c1ccn[nH]1	-5	4	94	1	-0.1	1.1	12	-4	1.4	0.1
N#CC1=C(N)C(C#N)(C#N)C(c2ccc[nH]2)C2CCCC=C12 (centres undefined)	-4	4	99	-3	-1.8	1	10	-4	0.93	-0.4
COc1ccc(CN/C(C)=C(/C#N)C(N)=O)cc1OC	0	8	93	2	0.0	1	7	-8	1.2	0.7
CCOc1cc(C)ccc1OCc1nnc(SCC(=O)c2cccc([N+](=O)[O-])c2)n1CC	-2	12	97	0	-3.5	1	8	-12	1.4	-0.2
Cc1cc(C(=O)NCc2ccco2)c2ccccc2n1	-6	-7	103	-2	-1.7	1.1	2	7	0.95	0.4
CCOc1ccc(/C=C/C2=NNC(=O)CC2)cc1	32	51	129*	2	-1.1	0.7	7	-50	2	0.0
New compounds follow:
SMILES	FLuc inh counter	APP 5'UTR act	STAT1 act	HMGR II inh	Redox H2O2 prof	FLuc act counter	G6PDH counter	APP 5UTR inh	NF-kB neuron act	Hsp70 act
CCN(CC)S(=O)(=O)c1cc(C(=O)Nc2nncs2)c(Cl)cc1Cl	1	0	103	-1	0.1	1	11	0	0.97	-0.1
COc1ccccc1N1CCN(C2CCN(C(=O)COc3cccc(C)c3)CC2)CC1	-6	-9	102	-8	0.1	1.1	-1	9	0.9	-0.1
CSC(=NC#N)N1CCN(c2ccccc2)CC1	6	15	100	0	-6.0	0.9	-3	-15	1.4	-0.3
CC(C)(C)c1ccc(C(=O)NNC(=O)C2CCCCC2)cc1	2	16	95	-3	0.7	1	12	-16	1.1	-0.1
COc1cc(CCC(=O)OCC(=O)Nc2nc(C)c(Cl)cc2Cl)cc(OC)c1OC	-8	7	100	0	-1.3	1.1	7	-7	1	-0.1
O=C(CNC(=S)NC(=O)c1ccc(Cl)cc1)c1ccccc1	-1	0	102	2	.	1	1	0	1.1	-0.2
Cn1c(CCNC(=O)c2ccco2)nc2cc(NC(=O)c3ccco3)ccc21	18	31	115	-2	-0.2	0.8	8	-31	1.5	2.1
CCN1CCN(Cc2ccc(NC(=O)Nc3ccccc3)cc2)CC1	64*	98	124	4	-0.6	0.4	7	-98	1.3	-0.1
COC(=O)C1(Cc2ccccc2)NC(c2ccc(F)cc2)C2C(=O)N(C)C(=O)C21 (centres undefined)	4	0	108	-4	-1.4	1	16	0	0.93	-0.3
CN(C)/N=C/c1cc([N+](=O)[O-])ccc1O	-2	21	99	-1	-0.8	1	0	-21	1.5	0.1
COC(=O)COc1ccc(S(=O)(=O)N2CCN(c3ccc(F)cc3)CC2)cc1	2	7	93	-6	0.3	1	4	-7	0.99	-0.2
O=C(COC(=O)c1cccnc1Cl)NCc1cccs1	-3	-4	102	-3	-2.3	1	11	4	1.1	-0.4
Cc1cc(=O)[nH]c(-n2[nH]c(C)cc2=O)n1	-9	13	100	-2	2.5	1.1	1	-13	1.1	0.0
COCCNC(=S)N(C)C1(c2ccccc2Cl)CCCCC1=O (centres undefined)	-11	14	104	-4	0.6	1.1	7	-14	1.1	0.1
O=C(Nc1ccccc1)N(CCN1CCOCC1)Cc1cccc(Cl)c1	-7	5	103	0	-0.2	1.1	9	-5	1.1	0.0
CC(NC(=O)c1ccc(N(C)C)cc1)C1CC2CCC1C2 (centres undefined)	-2	19	99	-1	-0.1	1	4	-19	1.2	-0.5
O=C(CCCN1C(=O)/C(=C/c2cccc(Br)c2)SC1=S)Nc1ccccn1	-8	9	102	-2	-0.5	1.1	-56	-10	2.3	0.5
O=C(Nc1c(F)c(F)c(F)c(F)c1F)C1CCCCC1	-7	20	99	-1	-1.2	1.1	2	-20	1	0.1
Cc1ccc(C(=O)OCC(=O)Nc2ccc(N(C)C)cc2)cc1NC(=O)c1ccco1	0	-13	95	-5	-0.2	1	13	13	1.2	-0.5
O=C(O)CCCCCNC(=O)c1ccncc1	-6	-10	87	-1	-1.9	1.1	0	10	1.1	-0.3
O=C(NC(=S)NCC1CCCO1)c1ccccc1F (centres undefined)	1	9	114	-2	-1.5	1	17	-9	.	0.0
Clc1cccc(-c2nc(NCCN3CCOCC3)c3ccccc3n2)c1	-6	8	112	-4	-0.2	1.1	-4	-8	1.2	-0.2
CCCCCCC(=O)Cc1cc(OC)c(OC)cc1C=C(C(=O)OCC)C(=O)OCC	0	-10	97	2	-0.4	1	18	10	1.2	-0.2
Cc1cccc(NC(=O)CCN2C(=O)C3C4C=CC(C4)C3C2=O)c1 (centres undefined)	-3	19	101	2	-17	1	4	-19	0.99	-0.6
CN1CCN(C(=O)c2cc(-c3cccc(Cl)c3)on2)CC1	-5	21	108	-1	-0.1	1	4	-21	1.6	-0.2
(next part)
SMILES	FLuc inh counter	APP 5'UTR act	STAT1 act	HMGR II inh	Redox H2O2 prof	FLuc act counter	G6PDH counter	APP 5UTR inh	NF-kB neuron act	Hsp70 act
CN(CCOC(=O)C1c2ccccc2Oc2ccccc21)C(C)(C)C	-4	-10	93	-1	2.1	1	7	10	1.4	-0.1
COC(=O)n1c(=S)oc2cc(Cl)ccc21	-1	24	97	-2	0.0	1	2	-24	1.1	-0.2
COc1ccc(Nc2cccc(Cl)c2)c(C(=O)O)c1	7	-7	106	3	0.4	0.9	13	7	3.6*	-0.6
CC(=O)Nc1nnc(-c2ccc(Cl)s2)o1	-3	14	100	-1	-0.4	1	4	-14	1	0.3
FC(F)(F)c1cccc(NC(=S)NNC(=S)NCc2ccccc2)c1	0	3	104	-8	-4.1	1	1	-2	1.5	0.0
NC(=O)CC(NC(=S)NCc1ccccc1)C(=O)O (centres undefined)	-7	.	105	-5	1.1	1.1	5	.	1.2	0.2
CC(C)c1c(O)nc(SCCN(C)C)[nH]c1=O	-10	-4	96	-1	1.5	1.1	0	4	1.1	-0.3
CC(C)(C)NC(=S)NCc1ccc2c(c1)OCO2	-13	1	99	-2	0.0	1.1	9	-1	1.2	-0.1
CCOc1ccc(NC(=O)C2CCCN(S(=O)(=O)c3cccc4nsnc34)C2)cc1 (centres undefined)	-3	2	99	-7	0.1	1	4	-2	1.2	-0.2
O=C(O)Cc1nc2nc3c(c(=O)n2[nH]1)CCCC3	-4	-4	103	-3	-2.4	1	4	4	1.4	-0.4
CCOc1ccc(CN(C)C(=O)CCl)cc1	-2	-21	85	1	-0.3	1	7	21	0.87	0.1
CCOC(=O)CSc1nc2cc(C(=O)N3CCCC3)ccc2c(=O)n1Cc1ccccc1	0	-1	89	-1	0.1	1	10	1	0.7	-0.4
S=C1NCCc2ccccc2C1c1ccccc1 (centres undefined)	4	7	94	-2	0.2	1	11	-7	0.91	-0.2
Nc1c(C(=O)N2CCCC2)sc2nc3c(cc12)CCCCCC3	11	132	147*	1	-1.3	0.9	1	-132	1.8	0.0
CC(C)C(=O)NCCc1nc2ccccc2n1CCCOc1ccc(Cl)cc1	-2	-2	97	1	1.1	1	1	2	0.84	-0.1
CCN1CCCC1CNC(=O)CSc1cc(=O)n(CC)c2ccccc12 (centres undefined)	-6	7	104	3	2.4	1.1	0	-7	2.2	0.0
CC(C)NC(=O)/C(=N\O)c1ccccc1	-11	3	102	-1	0.7	1.1	4	-3	1.1	-0.2
Cc1ccc(C)c(NC(=O)CCN2CC(C)OC(C)C2)c1 (centres undefined)	-9	1	100	-1	2.0	1.1	1	-1	0.95	0.0
O=[N+]([O-])c1ccc(N2CCN(S(=O)(=O)c3ccccc3[N+](=O)[O-])CC2)cc1N1CCc2ccccc2C1	-1	9	106	-1	1.2	1	-10	-9	1.1	0.2

Random excerpt: 5 entries already listed
SMILES	FLuc inh counter	APP 5'UTR act	STAT1 act	HMGR II inh	Redox H2O2 prof	FLuc act counter	G6PDH counter	APP 5UTR inh	NF-kB neuron act	Hsp70 act
CC(C)(C)NC(=S)NCc1ccc2c(c1)OCO2	-13	1	99	-2	0.0	1.1	9	-1	1.2	-0.1
O=[N+]([O-])c1ccc(N2CCN(S(=O)(=O)c3ccccc3[N+](=O)[O-])CC2)cc1N1CCc2ccccc2C1	-1	9	106	-1	1.2	1	-10	-9	1.1	0.2
S=C1NCCc2ccccc2C1c1ccccc1 (centres undefined)	4	7	94	-2	0.2	1	11	-7	0.91	-0.2
Cc1ccc(C)c(NC(=O)CCN2CC(C)OC(C)C2)c1 (centres undefined)	-9	1	100	-1	2.0	1.1	1	-1	0.95	0.0
COc1ccc(Nc2cccc(Cl)c2)c(C(=O)O)c1	7	-7	106	3	0.4	0.9	13	7	3.6*	-0.6
